Diaph inh CS: diaphorase inhibition or chemical oxidation counter-screen. diaphorase resazurin-to-resorufin fluorescence, NADH, 16 min; bacterial (C. kluyveri) enzyme, not human. inhibition, % at 20 µM. actives 0.69% (n = 190,000). AID 1217;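 active means primary screen inhibition at 20 µM above a set limit, cut at about 50% in these data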;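 further: plate controls were DMSO with full reaction for no effect and wells lacking NADH for full effect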
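Test system: diaphorase enzyme from Clostridium kluyveri; amount: diaphorase at 0.14 U/mL in enzyme working solution; detection: fluorescence of resorufin formed from resazurin, Ex 544/Em 590 nm; times: reaction incubation of 16 min at room temperature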
G6PDH counter: L. mesenteroides G6PDH inhibition counter-screen; Purified L. mesenteroides G6PDH, diaphorase/resazurin coupled fluorescence, 45 min; inhibition, % at 5 µM; actives 0.12% (n = 200,000); AID 1020; in the data active means inhibition above about 50%
NF-kB expr up: NF-kB expression increase, human neuronal cells; AID 1239; NF-kB reporter expression; active compounds read high; fold change at 12.5 µM; actives 1.6% (n = 190,000); in the data active means fold change above about 3.3
APP 5UTR inh: APP translation inhibition; SH-SY5Y APP 5'UTR-luciferase reporter, luminescence; inhibition, % at 2 µM; actives 0.82% (n = 190,000); AID 1285;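 active means inhibition above a set limit, derived from the sample mean plus 3 SD, cut at about 45% in these data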; further: values of inactives mirror those of a sister screen read the other way
TLR4-MyD88 BLA: inhibitors of human TLR4-MyD88 binding. HeLa CL3-4 TLR4/MyD88 BLA complementation, FRET ratio. inhibition, % at 8.4 µM. actives 0.18% (n = 200,000). AID 861; in the data active means inhibition above about 25%;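 further: 0% = vehicle and 100% = reference inhibitor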
Target sequence (O00206 whole entry, looked up): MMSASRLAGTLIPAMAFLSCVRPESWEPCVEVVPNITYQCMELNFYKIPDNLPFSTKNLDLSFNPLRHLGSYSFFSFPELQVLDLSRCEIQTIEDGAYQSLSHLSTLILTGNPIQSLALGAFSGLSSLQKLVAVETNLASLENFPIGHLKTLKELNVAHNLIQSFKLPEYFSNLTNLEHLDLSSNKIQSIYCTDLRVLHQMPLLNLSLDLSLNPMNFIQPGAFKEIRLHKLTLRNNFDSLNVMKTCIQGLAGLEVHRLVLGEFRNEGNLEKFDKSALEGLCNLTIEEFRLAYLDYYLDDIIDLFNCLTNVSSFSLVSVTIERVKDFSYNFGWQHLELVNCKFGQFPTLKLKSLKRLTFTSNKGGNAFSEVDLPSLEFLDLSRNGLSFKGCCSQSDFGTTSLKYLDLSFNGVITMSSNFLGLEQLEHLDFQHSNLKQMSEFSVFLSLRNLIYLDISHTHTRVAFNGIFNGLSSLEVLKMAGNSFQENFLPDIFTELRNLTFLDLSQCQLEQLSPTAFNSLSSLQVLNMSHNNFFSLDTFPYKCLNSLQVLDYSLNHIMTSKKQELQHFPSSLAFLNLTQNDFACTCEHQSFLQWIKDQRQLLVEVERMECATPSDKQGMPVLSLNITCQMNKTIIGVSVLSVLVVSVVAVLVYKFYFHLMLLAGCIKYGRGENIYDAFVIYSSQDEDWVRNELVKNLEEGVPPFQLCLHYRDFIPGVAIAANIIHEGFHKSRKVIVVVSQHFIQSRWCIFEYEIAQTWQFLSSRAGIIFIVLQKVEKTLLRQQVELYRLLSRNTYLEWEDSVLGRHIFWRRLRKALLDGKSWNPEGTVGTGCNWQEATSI
Target sequence (Q99836 whole entry, looked up): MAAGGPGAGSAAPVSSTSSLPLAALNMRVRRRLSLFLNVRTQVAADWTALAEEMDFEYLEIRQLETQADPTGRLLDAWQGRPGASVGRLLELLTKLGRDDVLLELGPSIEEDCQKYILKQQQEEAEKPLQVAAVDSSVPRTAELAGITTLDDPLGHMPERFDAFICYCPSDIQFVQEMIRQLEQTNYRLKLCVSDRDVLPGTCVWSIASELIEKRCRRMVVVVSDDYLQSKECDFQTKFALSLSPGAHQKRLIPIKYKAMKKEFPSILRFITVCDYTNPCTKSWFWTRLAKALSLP
STAT1 act: activators of IFN-gamma induced STAT1 signaling; NIH 3T3 STAT1-luciferase reporter, luminescence; 100% = IFN-gamma alone, no compound; activation (% of control), % at 5.5 µM; actives 2.6% (n = 200,000);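 active means activation above the screen-wide mean activation plus 3 SD, cut at about 130% in these data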;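 further: raw ratio to IFN-gamma control signal so 100% means no change and 0% no light; values of inactives mirror those of a sister screen read the other way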
FLuc act counter: firefly luciferase counter-screen for stimulation assays; P08659; ATPlite luciferase biochemical, luminescence, 10 min; 0 = ATP-free wells, 1 = DMSO control; activation factor at 10 µM; 200,000 tested, under 10 active; AID 1027;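 active means luciferase activation factor, scaled between plate controls, of at least 2 with compound at 10 µM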
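Material: Luciferase/luciferin reagent mix; Doses: test compounds dosed from 2 mM stocks in 100% DMSO; Schedule: 10 min incubation after luciferase reagent addition, room temperature; Measured by: luminescence from luciferase reaction; Read-out: luminescence gain marking luciferase activators.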
Diaph act CS: diaphorase activation or chemical reduction counter-screen; Diaphorase/resazurin coupled assay, resorufin fluorescence, 16 min; active compounds read high; 1 = vehicle wells, 0 = NADH-free wells; activation factor at 20 µM; actives 0.005% (n = 190,000); AID 1229;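 active means diaphorase activity raised at least twofold by the compound at 20 µM; inactive means activation factor below 2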
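test system = bacterial diaphorase enzyme (C. kluyveri) | quantity = enzyme 0.07 U/mL final | reagent = NADH substrate 0.114 mM plus resazurin dye 0.1 mM, final | incubation = 16 min enzyme reaction, ambient temperature | buffer or medium = HEPES pH 7.4 buffer with MgCl2 and Tween 20 | signal = fluorescence of resorufin, 544 nm excitation, 590 nm emission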
FLuc inhib CS: inhibits firefly luciferase, flagging false hits in luciferase inhibition screens; actives 1.5% (n = 200,000); P08659; AID 1006; inhibition, % at 10 µM; ATPLite firefly luciferase biochemical luminescence, 10 min;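 active means inhibition above about 50% when tested at 10 µM, limit read from the data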
APP 5'UTR act: APP 5'UTR luciferase reporter activation; actives 1% (n = 190,000); activation, % at 2 µM; SH-SY5Y APP 5'UTR luciferase reporter, luminescence; zero percent = DMSO vehicle wells; AID 1276;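 active means activation above a set limit, based on mean plus 3 SD of controls, cut at about 140% in these data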; further: values of inactives mirror those of a sister screen read the other way
Numbers without * were called inactive; . = not tested or not shown.

Second line of a record: Diaph inh CS	G6PDH counter	NF-kB expr up	APP 5UTR inh	TLR4-MyD88 BLA	STAT1 act	FLuc act counter	Diaph act CS	FLuc inhib CS	APP 5'UTR act
C=CCOc1ccc(/C(O)=C2\C(=O)C(=O)N(CCOC)C2c2cccnc2)cc1 (stereo unspecified)
→ -1	-8	1.6	-5	15	98	1.1	1	-6	5
O=C1CCCC2=C1C(c1ccncc1)Nc1ccccc1N2 (stereo unspecified)
→ 9	4	1.1	-6	3	98	1.1	0.9	-7	6
NS(=O)(=O)c1ccc(NC(=O)CCc2ccccc2)cc1
→ 13	-2	1.8	3	-8	97	1.1	0.9	-6	-3
CCCCn1c(-c2csc3c2CCC(C)C3)n[nH]c1=S (stereo unspecified)
→ 15	4	1.2	11	-7	100	1.1	0.9	-5	-11
CCC1=Nc2cc(C(=O)NCc3ccco3)ccc2Sc2ccccc21
→ 4	6	1.2	50*	-9	106	1	1	-5	-50
COc1cccc(NC(=O)CN(C)CC(=O)Nc2ccc(Cl)cc2[N+](=O)[O-])c1
→ 21	-4	1.1	15	5	86	1	0.8	-5	-15
NNC(=O)/C(=C\c1cccs1)NC(=O)c1ccccc1
→ -6	11	1.4	11	4	102	1.1	1.1	-8	-11
S=C(NC1CCCCCC1)NC1CCCC1
→ 3	11	1.2	-8	9	93	1.1	1	-7	8
COc1cc(S(=O)(=O)N2CCOCC2)ccc1NC(=O)CSc1nnc(N)s1
→ 14	-1	1.2	0	-9	100	1	0.9	-4	0
COC(=O)c1[nH]c2cccc(C)c2c1NC(=O)CN1CCN(C(=O)c2ccco2)CC1
→ 9	4	0.99	0	-8	107	1	0.9	-3	0
CCOCCOCCC(C(=O)OCC)P(=O)(c1ccccc1)c1ccccc1 (stereo unspecified)
→ 7	-3	0.96	0	-12	99	1	0.9	-5	0
O=C(NCC(=O)N(c1cccnc1)C(C(=O)NCc1ccco1)c1ccccc1)c1ccco1 (stereo unspecified)
→ 2	2	1.2	-5	-2	110	1	1	-3	5
COc1ccccc1NC(=O)C1=C(C)Nc2ncnn2C1c1cccs1 (stereo unspecified)
→ 16	-2	0.9	-9	2	104	1.1	0.8	-5	9
C/C(=N\NC(=S)NC1CCCCC1)c1cccc(Br)c1
→ 17	-13	0.99	-21	2	95	1	0.8	-5	21
CCCCC1(C)OC(=O)C(=Cc2ccc(SC)cc2)C(=O)O1 (stereo unspecified)
→ 10	12	1.1	-5	-12	91	1.1	0.9	-8	5

Sorted by count of non-hydrogen atoms (lowest first): part of the list above
Second line of a record: Diaph inh CS	G6PDH counter	NF-kB expr up	APP 5UTR inh	TLR4-MyD88 BLA	STAT1 act	FLuc act counter	Diaph act CS	FLuc inhib CS	APP 5'UTR act
CCCCn1c(-c2csc3c2CCC(C)C3)n[nH]c1=S (stereo unspecified)
→ 15	4	1.2	11	-7	100	1.1	0.9	-5	-11
COc1ccccc1NC(=O)C1=C(C)Nc2ncnn2C1c1cccs1 (stereo unspecified)
→ 16	-2	0.9	-9	2	104	1.1	0.8	-5	9
C=CCOc1ccc(/C(O)=C2\C(=O)C(=O)N(CCOC)C2c2cccnc2)cc1 (stereo unspecified)
→ -1	-8	1.6	-5	15	98	1.1	1	-6	5

Entries above that bear a hit mark in APP 5UTR inh.
| SMILES | NF-kB expr up | APP 5UTR inh | TLR4-MyD88 BLA | STAT1 act | FLuc inhib CS | APP 5'UTR act |
| --- | --- | --- | --- | --- | --- | --- |
| CCC1=Nc2cc(C(=O)NCc3ccco3)ccc2Sc2ccccc21 | 1.2 | 50* | -9 | 106 | -5 | -50 |

Other records.
Second line of a record: Diaph inh CS	G6PDH counter	NF-kB expr up	APP 5UTR inh	TLR4-MyD88 BLA	STAT1 act	FLuc act counter	Diaph act CS	FLuc inhib CS	APP 5'UTR act
Cc1occc1C(=O)NCc1ccc2c(c1)OCO2
→ 5	4	1.2	-5	1	95	1	1	-5	5
COc1ccc(OCCSc2ncccn2)cc1
→ 14	3	4.1*	-160	2	154*	0.8	0.9	19	160*
O=C(Cc1cccs1)N1CCN(C(=O)C2CCCO2)CC1 (stereo unspecified)
→ 10	21	1	-6	-6	103	1	0.9	-5	6
CCN(CC)CCCNC(=O)C1c2ccccc2C(=O)N(CCOC)C1c1ccc(F)cc1 (stereo unspecified)
→ 6	1	1.1	-4	-1	98	1	0.9	-5	4
Cc1ccccc1Cn1nc(C)c(NC(=O)c2noc3c2CC(C(C)(C)C)CC3)c1C (stereo unspecified)
→ 24	2	0.97	2	3	95	1	0.8	-4	-2
CCOC(=O)C1=C(N)N(c2ccccc2Oc2ccccc2)C(=O)C1
→ 19	0	1	-9	2	101	1.1	0.8	-8	9
CC(=O)N/C(=C\c1cccc([N+](=O)[O-])c1)C(=O)NC1CCCCC1
→ 1	8	1.1	15	9	107	1	1	-1	-15
COCc1[nH]nc2c1C(c1sccc1C)C(C#N)=C(N)O2 (stereo unspecified)
→ 13	7	0.79	3	-1	89	1	0.9	-4	-3
CCOc1ccc(N2C(=O)CC(N(Cc3ccco3)C(=O)CCC(=O)O)C2=O)cc1 (stereo unspecified)
→ .	5	1.1	-15	11	95	1.1	.	-8	15
Cc1cnc(NC(=O)c2cncc(Br)c2)s1
→ 8	-1	4*	-181	0	136*	0.5	0.9	50	181*
CC(C(=O)Nc1ccccc1)c1ccc(-c2ccccc2)c(F)c1 (stereo unspecified)
→ 21	3	0.94	-1	-14	85	1	0.8	-5	1
CC(C)(C)n1ncc2c(=O)n(CC(=O)N3CCc4ccccc43)cnc21
→ 15	1	0.57	-7	-3	99	1	0.8	4	7
COc1ccc(/C=N/NC(=O)c2ccc(F)cc2)cc1CN1CCc2cc(OC)c(OC)cc2C1C (stereo unspecified)
→ -3	-5	0.71	-22	-9	103	0.9	1	5	22
CCC(=O)c1ccc(O)cc1
→ 5	4	1.2	1	3	102	1.1	0.9	-8	-1
O=C(CCNS(=O)(=O)c1cccc2nonc12)NCCc1ccc(Cl)cc1
→ 14	5	0.73	-4	12	95	1	0.9	1	4

Four entries from above, with each value named.
Structure: CC(C(=O)Nc1ccccc1)c1ccc(-c2ccccc2)c(F)c1 (stereo unspecified)
  Diaph inh CS: 21	G6PDH counter: 3	NF-kB expr up: 0.94	APP 5UTR inh: -1	TLR4-MyD88 BLA: -14	STAT1 act: 85	FLuc act counter: 1	Diaph act CS: 0.8	FLuc inhib CS: -5	APP 5'UTR act: 1
Structure: CC(C)(C)n1ncc2c(=O)n(CC(=O)N3CCc4ccccc43)cnc21
  Diaph inh CS: 15	G6PDH counter: 1	NF-kB expr up: 0.57	APP 5UTR inh: -7	TLR4-MyD88 BLA: -3	STAT1 act: 99	FLuc act counter: 1	Diaph act CS: 0.8	FLuc inhib CS: 4	APP 5'UTR act: 7
Structure: COc1ccc(/C=N/NC(=O)c2ccc(F)cc2)cc1CN1CCc2cc(OC)c(OC)cc2C1C (stereo unspecified)
  Diaph inh CS: -3	G6PDH counter: -5	NF-kB expr up: 0.71	APP 5UTR inh: -22	TLR4-MyD88 BLA: -9	STAT1 act: 103	FLuc act counter: 0.9	Diaph act CS: 1	FLuc inhib CS: 5	APP 5'UTR act: 22
Structure: CCC(=O)c1ccc(O)cc1
  Diaph inh CS: 5	G6PDH counter: 4	NF-kB expr up: 1.2	APP 5UTR inh: 1	TLR4-MyD88 BLA: 3	STAT1 act: 102	FLuc act counter: 1.1	Diaph act CS: 0.9	FLuc inhib CS: -8	APP 5'UTR act: -1

Following part
Abbreviations: A = Diaph inh CS; B = G6PDH counter; C = NF-kB expr up; D = APP 5UTR inh; E = TLR4-MyD88 BLA; F = STAT1 act; G = FLuc act counter; H = Diaph act CS; I = FLuc inhib CS; J = APP 5'UTR act
CCOc1ccc(NS(=O)(=O)c2cc(C)c(C)cc2C)cc1
  A: 24; B: 9; C: 0.94; D: 8; E: 0; F: 93; G: 1; H: 0.8; I: -4; J: -8

COc1ccc(NC(=O)C2CC(=O)N(C(C)C)C2)cc1 (stereo unspecified)
  A: 6; B: 3; C: 1.2; D: -13; E: 10; F: 106; G: 1.1; H: 0.9; I: -5; J: 13

CCOc1ccc2cc(S(=O)(=O)N3CCOCC3)ccc2c1
  A: 12; B: -5; C: 1; D: -3; E: -5; F: 90; G: 1; H: 0.9; I: -4; J: 3

COc1ccc(S(=O)(=O)N2Cc3ccccc3CC2C(=O)N2CCOCC2)cc1OC (stereo unspecified)
  A: 5; B: -4; C: 1.3; D: 1; E: -1; F: 98; G: 1; H: 0.9; I: -2; J: -1

CCn1c(CNC(=O)c2ccc(OC)c(OC)c2)nnc1SCC(=O)Nc1ccc(OC)cc1
  A: -9; B: -1; C: 1.3; D: 4; E: 0; F: 108; G: 1; H: 1.1; I: -2; J: -4

CCc1cccc(C)c1NC(=O)CSc1nnc(-c2ccco2)n1N
  A: -1; B: 17; C: 0.99; D: -3; E: -4; F: 98; G: 1; H: 1; I: -1; J: 3

Cc1cc(NC(=O)/C=C/c2ccco2)ccc1NC(=O)c1ccccc1
  A: 4; B: 8; C: 1; D: -5; E: 2; F: 101; G: 1; H: 1; I: 2; J: 5

Cc1cc2oc(=O)cc(CN3CCN(S(=O)(=O)/C=C/c4ccccc4)CC3)c2cc1C
  A: 17; B: -11; C: 0.79; D: -5; E: 1; F: 108; G: 1; H: 0.8; I: -4; J: 5

CC1CCN(c2ccc(C(=O)Nc3nnc(C4CC4)s3)cc2[N+](=O)[O-])CC1
  A: 25; B: -22; C: 1.2; D: -17; E: 4; F: 103; G: 1; H: 0.8; I: -1; J: 17

COc1ccc(N2CCN(C(=O)c3ccc(SC)cc3OC)CC2)cc1
  A: 5; B: 30; C: 0.97; D: 8; E: 1; F: 101; G: 1; H: 0.9; I: -4; J: -8

CC(C)NCC(O)COCCOc1ccc(C(C)(C)C)cc1 (stereo unspecified)
  A: 2; B: -6; C: 1; D: -1; E: -3; F: 94; G: 1; H: 1; I: -3; J: 1

NC(=O)c1c(NC(=O)C2CCCO2)sc2c1CCC2 (stereo unspecified)
  A: 22; B: 8; C: 1.1; D: -14; E: 8; F: 101; G: 1.1; H: 0.8; I: -8; J: 14

Compound activity (PubChem)
